AmpC detergent – inhibitors of E. coli AmpC beta-lactamase with detergent | actives 0.041% (n = 370,000) | P00811 | AmpC hydrolysis of nitrocefin, absorbance 480 nm, 0.01% Triton | AID 485294 | Potency, µM (series often up to 114 µM), for the others: at the top dose activity change, negative = inhibition, most hits filed as inhibitors;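 further: potency means the concentration at half of the fitted maximal effect; 0% = no-compound wells and -100% = no-enzyme wells; nearly all actives have a fitted effect of over 25% in size; some results filed as inactive show a strong effect at the top dose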
Target sequence (P00811 whole entry, looked up): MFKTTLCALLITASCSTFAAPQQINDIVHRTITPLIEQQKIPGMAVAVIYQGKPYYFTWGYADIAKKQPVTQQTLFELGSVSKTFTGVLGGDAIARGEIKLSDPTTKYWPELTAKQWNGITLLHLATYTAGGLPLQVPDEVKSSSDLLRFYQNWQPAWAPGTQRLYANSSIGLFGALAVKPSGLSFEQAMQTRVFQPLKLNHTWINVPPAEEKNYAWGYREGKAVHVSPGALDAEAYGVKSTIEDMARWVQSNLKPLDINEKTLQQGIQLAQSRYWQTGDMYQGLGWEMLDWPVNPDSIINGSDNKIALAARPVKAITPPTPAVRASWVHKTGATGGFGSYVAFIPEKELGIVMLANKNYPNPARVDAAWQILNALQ
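20 mM phosphate pH 7.0 + 0.01% (detergent screen) or 0.0001% Triton X-100; 5.3 nM AmpC reagent; cpd preinc 15 min RT; nitrocefin (800 uM stock) to start; A480 q20 s × 4 min; Activity was normalised to no-enzyme and no-compound control wells.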
HCMV antiviral – blocks human cytomegalovirus replication; activity change, negative = inhibition, % at 57.5 µM; actives 4.5% (n = 410,000); HFF cells, HCMV-luciferase reporter, 72 h; hits give low values; in the data active means activity change below about -60%; inconclusive means no clear call, values can overlap the other calls; inactive means above about -39%
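Compounds were evaluated in HFFs infected with an HCMV luciferase reporter virus (MOI 1 PFU/cell). Luciferase in lysates collected 72 h post infection served as the replication measure.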
AMA1-RON2 inh – inhibitors of Plasmodium falciparum AMA1-RON2 interaction; actives 0.2% (n = 360,000); Potency, µM (series often up to 58.2 µM), for the others: top-dose activity change, negative = inhibition, most hits filed as inhibitors; AID 720542; AlphaScreen AMA1-biotinylated RON2 peptide binding;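 further: potency means the concentration at half of the fitted maximal effect; 0% = vehicle wells and -100% = peptide control; nearly all actives have a fitted effect of over 45% in size; some results filed as inactive show a strong effect at the top dose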
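AMA1 (3D7) with his tag at 25 nM final met compounds first, then biotinylated RON2 peptide at 25 nM; detection used donor plus acceptor beads, 10 µg/mL apiece, read by AlphaScreen after 30 min at room temperature.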
AmpC inh no detg – blocks E. coli AmpC beta-lactamase in detergent-free assay | AID 485341 | actives 0.52% (n = 330,000) | AmpC nitrocefin hydrolysis, absorbance 480 nm, 0.0001% Triton | Potency, µM (top dose mostly 57.1 µM), for the others: at the highest dose activity change, negative = inhibition, usual class: inhibitors | P00811;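 further: potency means the concentration at half of the fitted maximal effect; plate controls were no compound for no effect and no enzyme for full effect; nearly all actives have a fitted effect of over 20% in size; some results filed as inactive show a strong effect at the top dose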
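20 mM phosphate pH 7.0 + 0.01% (detergent screen) or 0.0001% Triton X-100; 5.3 nM AmpC reagent; cpd preinc 15 min RT; nitrocefin (800 uM stock) to start; A480 q20 s × 4 min; Activity was normalised to no-enzyme and no-compound control wells.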
Sm TGR block – S. mansoni TGR enzyme inhibition; Q962Y6; purified TGR, DTNB reduction, TNB absorbance 405 nm; Potency, µM (doses to about 114 µM), inactives show at the top dose activity change, negative = inhibition, hits mostly inhibitors; actives 3% (n = 360,000); AID 485364; further: potency means the concentration at half of the fitted maximal effect; nearly all actives have a fitted effect of over 60% in size
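TGR 20 nM + NADPH 100 uM (dispensed conc.), cpd preinc 15 min RT; start with NADPH (500 uM addition) then DTNB (15 mM addition). Kinetic TNB absorbance, 405 nm filter. Four-parameter Hill fit across titration.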
Tb PYK inh – T. brucei pyruvate kinase inhibition | Q57TT1 | TbPYK enzyme, Kinase-Glo Plus ATP luminescence, 45 min | Potency, µM (titrated, usually from 76.8 µM), for the others: at the top dose activity, negative = inhibition, usual class: inhibitors | actives 0.12% (n = 410,000); further: potency means the concentration at half of the fitted maximal effect; nearly all actives have a fitted effect of over 50% in size
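Enzyme and substrate buffer are dispensed first and compound is pin-transferred. ADP at 130 uM final then starts the reaction, which runs 45 min at room temperature. Detection reagent is added for 10 min before luminescence is imaged.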
LmPK inhibitor – blocks Leishmania mexicana pyruvate kinase activity | Q27686 | Potency, µM (titrated, usually from 57.5 µM), for inactives: top-dose activity change, negative = inhibition, usual class: inhibitors | purified LmPK, Kinase-Glo ATP luminescence, 1 h | AID 1721 | actives 0.37% (n = 290,000); further: potency means the concentration at half of the fitted maximal effect
Target sequence (Q27686 whole entry, looked up): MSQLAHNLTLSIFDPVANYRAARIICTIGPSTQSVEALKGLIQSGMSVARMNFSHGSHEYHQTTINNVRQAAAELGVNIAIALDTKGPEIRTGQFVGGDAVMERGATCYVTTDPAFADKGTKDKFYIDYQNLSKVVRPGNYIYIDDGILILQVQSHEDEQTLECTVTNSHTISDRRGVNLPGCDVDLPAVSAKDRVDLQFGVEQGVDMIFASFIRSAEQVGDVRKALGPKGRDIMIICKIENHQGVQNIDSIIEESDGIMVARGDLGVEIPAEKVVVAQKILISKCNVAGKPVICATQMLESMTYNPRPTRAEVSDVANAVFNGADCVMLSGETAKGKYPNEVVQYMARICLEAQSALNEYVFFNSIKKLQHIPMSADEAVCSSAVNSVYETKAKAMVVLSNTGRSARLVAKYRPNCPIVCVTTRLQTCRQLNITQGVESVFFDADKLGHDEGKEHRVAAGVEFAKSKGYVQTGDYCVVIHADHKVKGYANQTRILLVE
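In 50 mM imidazole pH 7.2 with 7 mM MgCl2, LmPK (0.1 nM) turned over PEP (0.5 mM) and ADP (0.1 mM) for 1 h at room temperature. Luciferase read-out of ATP.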
* hit, by the source's call; ? = inconclusive; nt = not tested or not shown; [ ] = remark or other dose. Unless noted, the call rests on the fitted dose curve; in most records, active means well fitted curve in the direction sought with a large enough effect; inconclusive means small, poorly fitted or top-dose-only effect, or another doubt; inactive means no such curve, though single readings can be large; an effect the other way counts as inactive or inconclusive. Unless noted, on the % scale 0 is the no-effect control and ±100 the full control effect.

SMILES | AmpC detergent | HCMV antiviral | AMA1-RON2 inh | AmpC inh no detg | Sm TGR block | Tb PYK inh | LmPK inhibitor
COc1nc(N)nc(N2CCOCC2)n1 | ? | 71 | -11% | -7% | 0% | 4% | 1%
O=C(c1ccc(F)cc1)c1cc2ccc(O)cc2oc1=O | -2% | -6 | -9% | -14% | -8% | ? | ?
Cc1ccc(NC(=O)Cn2nnc3sc(-c4ccccc4)cc3c2=O)cc1Cl | 12% | -6 | nt | nt | 0% | -5% | nt
COc1ccc(C(=O)CSc2nc(C)cc(=O)[nH]2)cc1C | -18% | 0 | 2% | -12% | 0% | 3% | 0%
O=C(Nc1cccc(-c2cccc(F)c2)c1)C1CCN(Cc2ccc(CO)o2)CC1 | 8% | -36 | 10% | 119%[activator] | 1% | -6% | 0%
CCOC(=O)Nc1ccc(C)cc1C | ? | 44 | 9% | -5% | -9% | 1% | 8%
C#CCOc1ccc(/C=C2\SC(=S)N(Cc3cccnc3)C2=O)cc1 | -10% | -73* | -3% | -13% | -5% | -5% | -4%
CC(C)(C)n1nnnc1C(CCc1ccccc1)N1CCC2(CC1)C(=O)NCN2c1ccccc1 (stereo unspecified) | nt | -15 | -21% | nt | nt | 0% | nt
O=C(c1ccc(CS(=O)Cc2ccccc2Cl)o1)N1CCN(c2ccccc2)CC1 (stereo unspecified) | nt | -38 | -10% | nt | nt | 2% | nt
CC(=O)c1cccc(NC(=O)CN2C(=O)COc3ccc(S(=O)(=O)N4CCOCC4)cc32)c1 | 5% | -22 | -5% | -17% | 10% | 9% | 2%
CCOc1ccc(-c2nnc(-c3ccccc3)o2)cc1 | ? | 8 | 12% | -9% | -8% | -16% | ?
Fc1ccccc1-c1nc(-c2cnccc2C(F)(F)F)no1 | 3% | -17 | 15% | 0% | 22% | -6% | 9%
CCCC(=O)N1CCN(c2ccc(NC(=O)c3cc4ccccc4o3)cc2Cl)CC1 | ? | -103* | 0% | 78%[activator] | 0% | -6% | 4%
O=C1C(=O)N(CCCn2ccnc2)C(c2ccccn2)/C1=C(/O)c1ccccc1 (stereo unspecified) | ? | nt | nt | -17% | -30% | nt | 0%
CC(C)Oc1cccc(C(=O)NC(=S)Nc2ccc(Cl)c(C(=O)O)c2)c1 | -2% | 18 | 56%[activator] | -32% | 40µM* | 1% | 3%
COc1cc(CNc2nc3ccccc3[nH]2)cc(OC)c1OC | -6% | 48 | -7% | -45% | -3% | -1% | -2%
NC(=O)c1c(NC(=O)c2ccc(S(=O)(=O)N3CCOCC3)cc2)sc2c1CCCCC2 | ? | -35 | -15% | -19% | -7% | 5% | 1%
COc1ccc(CN(C)CC(=O)Nc2cc3oc4ccccc4c3cc2OC)c(OC)c1 | 5% | -20 | 1% | -8% | 3% | 10% | -2%
Cc1ccc(NC(=O)c2ccc(COc3ccccc3[N+](=O)[O-])o2)nc1 | -1% | -23 | -9% | -28% | -9% | 0% | nt
O=C1c2ccccc2C(=O)c2c1cccc2N1CCN(C/C=C/c2ccccc2)CC1 | nt | -31 | 1% | nt | nt | 5% | nt
CCn1ccnc1CN1CCCC(C(=O)c2ccc3cc(OC)ccc3c2)C1 (stereo unspecified) | -2% | -9 | -16% | 161%[activator] | 0% | -19% | 4%
O=C(CSc1nnc(C2CCCCC2)o1)N1CCCCC1 | -8% | 196 | 0% | -7% | 6% | -6% | -3%
CN1C2C=C3C(C#N)=C(N)C(C#N)(C#N)[C@@H](c4cccs4)C3C1CC2 (stereo partly specified) | 3% | -38 | -1% | -23% | ? | -5% | -7%
O=C(c1ccc(Cl)cc1Cl)N1CCOCC1 | nt | 24 | -5% | nt | nt | 0% | nt
CCOC(=O)c1c(NC(=O)c2ccnn2C)sc(C)c1C | 1% | -22 | 5% | -15% | -10% | -7% | -3%
Cn1c(CN2CCOCC2)nc2cc(NC(=O)COc3ccc([N+](=O)[O-])cc3)ccc21 | -8% | -71* | 8% | 8% | 12% | -4% | 2%
C/C=C1\COC(C(=O)NCc2cccc(OC)c2OC)(C(F)(F)F)C=C1C=C1CCCCC1 (stereo unspecified) | nt | 1 | 18% | nt | nt | -6% | nt
O=C(Cc1cccc2ccccc12)NCC(=O)N1CCN(Cc2cccc(C(F)(F)F)c2)CC1 | 0% | -62* | 2% | 270%[activator] | 2% | 1% | nt
O=C(Nc1ccc2c(c1)nc1n2CCN(Cc2ccccc2)C1)NC1CCCCC1 | 0% | -39 | -6% | -16% | ? | 0% | 10%
O=C(C=Cc1ccccc1Cl)c1ccccc1 | nt | -24 | 11% | nt | nt | -5% | nt
Cc1ccc(C(=O)N2CCN(Cc3ccc4c(c3)OCO4)CC2)c(Cl)c1 | ? | -31 | -1% | 37% | -1% | -1% | -3%
O=C(Cn1cnc2ccccc2c1=O)NCCC(=O)N1CCC2(CC1)OCCO2 | ? | 32 | -3% | -8% | -35% | 1% | 1%
CCCOc1cccc(-c2nnc(NC(=O)c3ccco3)s2)c1 | 0% | -11 | 14% | -19% | -19% | 0% | 10%
COCCOC(=O)C1=C(C)N=C2SCCC(=O)N2C1c1ccc(C(=O)OC)cc1 (stereo unspecified) | -5% | 21 | -7% | 8% | -6% | 3% | 0%
Cc1ccc(S(=O)(=O)N2CCN(c3ccc([N+](=O)[O-])cn3)CC2)cc1 | -3% | 68 | 2% | -10% | 1% | 4% | 6%
CN(c1ccccc1)S(=O)(=O)c1cccc(NC(=O)CCNC(=O)c2ccc([N+](=O)[O-])cc2)c1 | nt | 19 | -13% | -20% | nt | 2% | nt
CCOC(=O)C1CCN(S(=O)(=O)NC[C@H]2O[C@@H](n3cnc4c(N)ncnc43)[C@H](O)[C@@H]2O)C1 (stereo partly specified) | nt | 1 | 0% | -12% | nt | -6% | nt
CCOc1ccc(S(=O)(=O)Nc2cccc(N(C)S(C)(=O)=O)c2)cc1 | ? | -35 | 0% | -24% | -14% | 0% | -3%
COc1ccc(Nc2cc(C)nc(N)n2)cc1 | ? | -8 | 10% | -23% | 5% | 5% | 0%
Cc1ccc(C(c2cc(Br)ccc2O)N2CCSCC2)cc1 (stereo unspecified) | 5% | 47 | -12% | -18% | 1% | 7% | nt
Cc1cccn2cc(-c3ccc(S(=O)(=O)N4CCOCC4)cc3)nc12 | -14% | ? | -7% | 15% | -8% | 0% | 6%
CC1(C)NC(=O)N(CC(O)Cn2nnc3ccccc32)C1=O (stereo unspecified) | 0% | 55 | 3% | -9% | 5% | -1% | -4%
CCc1ccccc1NC(=O)c1ccc(F)c(S(=O)(=O)NC2CCCCCC2)c1 | 2% | 27 | nt | nt | 46%[activator] | 5% | nt
Cc1ccc2c(c1)c(N=NC(N)=O)c(O)n2C | 3% | 71 | -2% | -5% | -6%[57.1 µM] | 5% | -8%
O=C(NCc1ccco1)c1sc2cccc(F)c2c1Cl | 1% | 33 | -7% | -29% | 40µM* | -23% | 0%
O=C(Cc1ccc([N+](=O)[O-])cc1)N/N=C/c1ccco1 | 2% | -8 | -9% | -27% | -28% | 1% | 3%
O=C(N[C@H]1/C=C\[C@@H](O)CCCC1)OCc1ccccc1 | nt | 9 | -9% | -10% | nt | 4% | nt
N#Cc1c(Cl)cccc1N1CCC(C(N)=O)CC1 | -9% | -18 | 5% | -10% | 23% | -16% | 0%
C[C@@H]1CC=C[C@H]2[C@H]1C(=O)N(Cc1ccccc1)[C@H]2c1ccc(Br)cc1F | 5% | 1 | 6% | -23% | -35% | 1% | 2%
CN(c1ccc(C(=O)NCCSC(C)(C)C)cc1)S(=O)(=O)c1ccccc1 | 4% | -30 | -21% | -13% | 10% | 15% | 8%

Other records.
SMILES | AmpC detergent | HCMV antiviral | AMA1-RON2 inh | AmpC inh no detg | Sm TGR block | Tb PYK inh | LmPK inhibitor
Nn1c(SCC(=O)NC(=O)NCc2ccccc2)nnc1C1CC1 | -15% | -29 | 9% | -19% | 6% | 8% | 4%
O=C(Nc1ccc2c(c1)N(S(=O)(=O)c1cccs1)CCC2)c1c(F)cccc1Cl | -8% | -27 | 8% | -44% | -4% | 2% | nt
Cc1cccc(NC(=O)C2CCCN(S(=O)(=O)c3c(C)nn(C)c3C)C2)n1 (stereo unspecified) | ? | ? | 5% | -11% | -5% | -3% | 1%
O=[N+]([O-])c1cccc(S(=O)(=O)NCc2ccncc2)c1 | -8% | ? | -2% | 32% | -8% | -5% | -3%
O=C(O)CCC(=O)N1CCc2cc(S(=O)(=O)Nc3ccc4c(c3)OCCO4)ccc21 | -8% | -8 | -2% | -24% | -3% | -9% | 7%
CC(C)CCn1c(Oc2ccccc2Cl)nc2c1c(=O)n(C)c(=O)n2C | -5% | -5 | -14% | 20% | -6% | 1% | 4%
CC(C)c1onc(C(=O)NC2CCCC2)c1[N+](=O)[O-] | 3% | ? | -11% | -2% | ? | 4% | 0%
COc1ccc(CC(=O)Oc2ccccc2[N+](=O)[O-])cc1 | -7% | -5 | -3% | -21% | 3% | -13% | -4%
CCN(CC(=O)Nc1c(F)cccc1F)C(=O)c1cnc(C)cn1 | 6% | -13 | 6% | -3% | 3% | -9% | nt
N#Cc1c(NC(=O)C2CC(Cl)=CCC2C(=O)O)sc2c1CCCC2 (stereo unspecified) | 3% | 7 | -2% | -20% | nt | -1% | 3%
CCCCCCNC(=O)C(C#N)c1nc2ccccc2nc1N1CCOCC1 (stereo unspecified) | -12% | 0 | 38%[activator] | -8% | -20% | -1% | -5%
Cc1ccccc1OCCCC(=O)Nc1nccs1 | -8% | ? | -1% | -26% | 8% | -3% | -4%
c1ccc(-c2csc3ncnc(N4CCOCC4)c23)cc1 | -1% | -38 | 2% | -4% | 1% | -4% | -8%
CCNC(=O)C1CCCN(C(=O)c2cccc(Cl)c2)CC1 (stereo unspecified) | nt | 95 | -4% | nt | nt | 7% | nt
Cc1ccc(C)c(S(=O)(=O)N2CCCC2CNC(=O)C(=O)NCCc2ccco2)c1 (stereo unspecified) | -7% | -20 | 3% | -7% | -7% | -6% | nt
Cc1ccc(C(=O)Nc2cccc(N(C)S(C)(=O)=O)c2)cc1S(=O)(=O)Nc1ccccc1 | 1% | -2 | 9% | -21% | 1% | -11% | 4%

Molecules from the list above that contain bromine (two):
SMILES | AmpC detergent | HCMV antiviral | AMA1-RON2 inh | AmpC inh no detg | Sm TGR block | Tb PYK inh | LmPK inhibitor
Cc1ccc(C(c2cc(Br)ccc2O)N2CCSCC2)cc1 (stereo unspecified) | 5% | 47 | -12% | -18% | 1% | 7% | nt
C[C@@H]1CC=C[C@H]2[C@H]1C(=O)N(Cc1ccccc1)[C@H]2c1ccc(Br)cc1F | 5% | 1 | 6% | -23% | -35% | 1% | 2%
